# Pol III holo inh – blocks replication by bacterial DNA polymerase III holoenzyme; 71,000 compounds, 0.25% hits; reconstituted DNA polymerase III holoenzyme replication, biochemical; Potency, µM (titrated, usually from 57.1 µM), for inactives: top-dose activity change, negative = inhibition; also: potency is read from the fitted curve at half-maximal effect; % is scaled to controls: 0 for no effect and ±100 for the full control effect
#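 Reconstituted *E. coli* holoenzyme (0.35 nM Pol III, 1 nM beta, 154 nM SSB, 2 nM primase) was preincubated with compound for 15 min at RT. Synthesis on 1.4 nM ssM13Gori ran 35 min, then was stopped with PicoGreen/EDTA and read as dsDNA fluorescence.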
# ALOX15 inhib – blocks human 15-lipoxygenase activity; P16050; purified 15hLO-1, xylenol orange hydroperoxide absorbance; Potency, µM (titrated, usually from 57.1 µM), for the others: top-dose activity change, negative = inhibition, most hits filed as inhibitors; 74,000 compounds, 1.4% hits; also: potency is read from the fitted curve at half-maximal effect; % is scaled to controls: 0 for no effect and ±100 for the full control effect; nearly all actives have a fitted effect of over 55% in size
#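 Quantitative HTS in 25 mM Hepes pH 7.5 containing 0.01% Triton X-100: human 15hLO-1 at 40 nM, arachidonic acid at 50 uM, 6 min turnover. Product quantified via ferrous oxidation/xylenol orange, 573:405 nm absorbance ratio.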
# CRE Fsk mod – alters forskolin-stimulated CRE reporter signaling in CHO cells | CHO CRE-bla reporter (cAMP response element driving beta-lactamase), forskolin EC10, beta-lactamase ratio | Potency, µM (doses to about 38.2 µM), for inactives: at the top dose activity change, negative = inhibition, usual class: activators | 71,000 compounds, 2.5% hits | AID 662; active = well fitted activation curve with a large enough effect in the signal ratio, with a control signal flat, not every such curve was filed as active; inconclusive = small, poorly fitted or top-dose-only effect, or effect the other way, or a change in a side signal; the % refers to the signal ratio; also: potency is read from the fitted curve at half-maximal effect; % of control where 0% means no effect
#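 CHO CRE-bla cells, overnight plating in Opti-MEM with 0.5% dialyzed FBS; cpd titration + EC10 NKH 477, 3 h 37 °C; CCF4 2 h RT; ex 405/em 460 vs 530 ratio → %Activity, AC50.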
# Hsp90 Hop PPI – changes Hsp90-Hop TPR2A binding signal, up or down. AlphaScreen TPR2A-His6 binding biotin-Hsp90 C-terminal peptide. Potency, µM (doses to about 57 µM), for the others: at the top dose activity change, negative = inhibition. AID 595. 71,000 compounds, 0.44% hits; active = well fitted curve in either direction with a large enough effect; inconclusive = small, poorly fitted or top-dose-only effect, or another doubt; also: potency is read from the fitted curve at half-maximal effect; % is scaled to controls: 0 for no effect and ±100 for the full control effect; many of its hits are not listed in these tables
# HBB splicing – alters splicing of the hemoglobin beta chain; HBB splicing reporter cell assay, activation; EGFP reporter with mutant IVS2-654 intron; response scale: normalised to 500 nM splice-correcting PNA; 65,000 compounds, 0.06% hits; Potency, µM (series often up to 46.1 µM), for the others: at the highest dose activation, most hits filed as activators; also: potency is read from the fitted curve at half-maximal effect; 0% is about no effect
#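 Compounds were applied for 2 days to HeLa EGFP-654 cells, 500/well in Optimem with 2% FCS. The reporter's EGFP is disrupted by mis-splicing of beta-globin intron IVS2-654. Readout: summed well GFP fluorescence from 488 nm laser scanning; reference was 500 nM antisense […] 654 PNA.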
# GFP derepression – derepresses silenced GFP locus in mouse C127i cells | mouse C127i GFP locus derepression, cytometry, 30 h | Potency, µM (series often up to 46.1 µM), for the others: at the highest dose GFP derepression (activation) | 68,000 compounds, 0.09% hits | AID 597; also: % of control where 0% means no effect
#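 Derepression screen: silenced CMV-GFP reporter in murine C127i cells, 30 h compound incubation at 37 C, washed cells imaged by laser-scanning cytometer to enumerate GFP-expressing objects of 20 to 120 um.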
# HADH2 inh – blocks human hydroxyacyl-CoA dehydrogenase type II. Q99714. recombinant HADH2, NADH fluorescence, beta-hydroxybutyryl-CoA. Potency, µM (titrated, usually from 57.1 µM), without a hit: at the highest dose activity change, negative = inhibition, usual class: inhibitors. 73,000 compounds, 3.4% hits; also: potency is read from the fitted curve at half-maximal effect; % is scaled to controls: 0 for no effect and ±100 for the full control effect; nearly all actives have a fitted effect of over 60% in size; many of its hits are not listed in these tables
# Target sequence (Q99714 whole entry, looked up, one chain of several): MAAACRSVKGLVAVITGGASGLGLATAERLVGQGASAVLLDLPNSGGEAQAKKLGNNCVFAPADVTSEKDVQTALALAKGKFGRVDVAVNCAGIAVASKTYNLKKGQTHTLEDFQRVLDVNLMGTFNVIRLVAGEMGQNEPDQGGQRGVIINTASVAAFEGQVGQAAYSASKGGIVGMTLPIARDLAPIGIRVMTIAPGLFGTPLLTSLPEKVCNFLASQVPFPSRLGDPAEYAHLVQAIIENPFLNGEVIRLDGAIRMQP
#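 Buffer 100 mM Tris-HCl pH 9.0/0.01% Tween-20; HADH2 20 nM; NAD+ 1 mM; beta-hydroxybutyryl-CoA 90 uM (all final). 15 min cpd preincubation, RT.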
# ERK AVP inh – vasopressin-driven ERK pathway inhibition; AID 995; Potency, µM (titrated, usually from 57.5 µM), for the others: at the top dose activity, negative = inhibition, actives largely listed as inhibitors; HEK293-V1b, vasopressin-stimulated pERK AlphaScreen; 72,000 compounds, 0.99% hits; also: potency is read from the fitted curve at half-maximal effect; % is scaled to controls: 0 for no effect and ±100 for the full control effect; nearly all actives have a fitted effect of over 55% in size
#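 qHTS, compounds titrated on V1b-expressing HEK293 cells. Preincubation 30 min at 37C, vasopressin 25 nM for 5 min, lysis 10 min, bead incubation 5 hr at room temperature.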
# Tau filament bind – binders of human tau filaments. P10636. recombinant tau filaments, thioflavin S fluorescence, 15 h; filaments grown with octadecylsulfate alongside compound. Potency, µM (highest dose often 57.1 µM), for inactives: top-dose activity change, negative = inhibition. 71,000 compounds, 2% hits. AID 596;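 also: potency is read from the fitted curve at half-maximal effect; % is scaled to controls: 0 for no effect and ±100 for the full control effect; actives lower thioflavin S fluorescence by blocking filaments or displacing dye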
# Target sequence (P10636 whole entry, looked up): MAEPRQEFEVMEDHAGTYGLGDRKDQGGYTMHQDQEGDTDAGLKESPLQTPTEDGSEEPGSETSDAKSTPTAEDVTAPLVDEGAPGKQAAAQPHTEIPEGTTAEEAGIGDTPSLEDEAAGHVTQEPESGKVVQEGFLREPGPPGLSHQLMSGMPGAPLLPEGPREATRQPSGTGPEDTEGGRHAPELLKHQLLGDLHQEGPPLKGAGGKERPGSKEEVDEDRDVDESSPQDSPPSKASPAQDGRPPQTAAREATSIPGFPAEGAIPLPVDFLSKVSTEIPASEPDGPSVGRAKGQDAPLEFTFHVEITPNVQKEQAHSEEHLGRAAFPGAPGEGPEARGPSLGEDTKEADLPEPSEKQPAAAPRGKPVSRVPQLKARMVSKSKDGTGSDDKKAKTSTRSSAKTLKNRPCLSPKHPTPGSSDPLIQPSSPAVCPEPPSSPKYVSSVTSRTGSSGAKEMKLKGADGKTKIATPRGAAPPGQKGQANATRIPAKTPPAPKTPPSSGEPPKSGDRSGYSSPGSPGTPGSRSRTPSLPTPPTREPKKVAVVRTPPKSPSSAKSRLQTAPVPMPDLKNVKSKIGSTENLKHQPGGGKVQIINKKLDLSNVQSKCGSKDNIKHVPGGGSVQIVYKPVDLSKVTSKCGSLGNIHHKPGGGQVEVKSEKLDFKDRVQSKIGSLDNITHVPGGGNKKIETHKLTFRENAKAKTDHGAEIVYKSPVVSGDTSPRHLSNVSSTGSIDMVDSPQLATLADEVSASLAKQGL
#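 Quantitative HTS: thioflavine S signal from ODS-induced tau filaments, excited at 450 nm, emission 510 nm. Conditions: 1 uM tau, 30 uM ODS, 15 h at 37 C, pH 7.4.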
# Luciferase inh – inhibitors of firefly luciferase | P08659 | purified firefly luciferase, luminescence, 8 min | Potency, µM (doses to about 57.1 µM), without a hit: top-dose activity change, negative = inhibition, hits mostly inhibitors | 72,000 compounds, 2.2% hits | AID 411; also: potency is read from the fitted curve at half-maximal effect; % is scaled to controls: 0 for no effect and ±100 for the full control effect; nearly all actives have a fitted effect of over 40% in size
#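 Titration-based qHTS; buffer 50 mM imidazole pH 7.2, 50 mM KCl, 7 mM MgCl2, 10 uM ATP, 0.01% Tween 20, 0.05% BSA; luciferase/luciferin detector mix added after compound; 8 min, ambient; luminescence.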
# Ub-GFP proteasome – proteasome inhibitors stabilizing ubiquitin-GFP reporter; Ubiquitin-GFP reporter cells, proteasome inhibition, GFP fluorescence; response scale: untreated = 0%, 10 µM MG-132 = 100%; Potency, µM (titrated, usually from 45.9 µM), inactives show at the top dose activation (GFP accumulation), hits mostly activators; 67,000 tested, under 10 active; active = well fitted activation curve with a large enough effect, not every such curve was filed as active; inconclusive = small, poorly fitted or top-dose-only effect, or another doubt; inactive = no such curve, though single readings can be large or run the other way; also: potency is read from the fitted curve at half-maximal effect
#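 U2OS cells stably expressing ubiquitin(G76V)-GFP, seeded overnight in 0.5% FBS medium, were exposed to compounds (qHTS, 46 uM to 2.9 nM) for 4 hr at 37 °C. GFP-positive cells were counted by laser cytometry (488 ex/515 em), normalized between basal and 10 uM MG-132.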
# Numbers without * were called inactive; ? = inconclusive; . = no result given; [ ] = another dose, or the depositor's remark. Unless noted, calls follow the shape of the dose curve; as a rule, active = well fitted curve in the direction sought with a large enough effect; inconclusive = small, poorly fitted or top-dose-only effect, or another doubt; inactive = no such curve, though single readings can be large; an effect the other way counts as inactive or inconclusive. Not all compounds are listed (hit frequency here may not be typical).
molecule	Pol III holo inh	ALOX15 inhib	CRE Fsk mod	Hsp90 Hop PPI	HBB splicing	GFP derepression	HADH2 inh	ERK AVP inh	Tau filament bind	Luciferase inh	Ub-GFP proteasome
CCOc1ccc(C2C(C(=O)c3ccco3)=C(O)C(=O)N2Cc2cccnc2)cc1 (centres undefined)	-7%	2%	-4%	?	0.4%	-2%	-12%	17%	-4%	1%	-7%
CCCCCCC(=O)c1c(C)[nH]c(C(=O)OCC)c1C	-6%	-7%	?	3%	-1.5%	0%	14%	?	54%	1%	0%
C=CCc1c(C)nc(SC)nc1Nc1ccc(C(C)=O)cc1	-10%	-22%	10µM*	3%	-1.1%	-2%	?	?	7%	-2%	?
CCOC(=O)CSc1nnc(CNc2nc(-c3ccccc3)cs2)n1C	-5%	-21%	?	-8%	-5.0%	0%	?	-1%	2%	0%	-4%
COc1cccc(C(=O)Nc2cc(NC(=O)c3ccco3)ccc2OC)c1	-4%	-1%	16%	-2%	5.0%	-1%	2%	-10%	1%	-14%	-3%
COc1ccc(NC(=O)CN2CCC(C(N)=O)CC2)cc1	-8%	-10%	?	-1%	-1.9%	-1%	-5%	-7%	1%	1%	2%
O=C(Cc1cn2ccsc2n1)Nc1cccc2cnccc12	-3%	17%	-17%	-22%	-4.5%	2%	-1%	3%	18%	-37%	4%
COc1ccc(OC)c(NC(=O)CSc2nc3ccccc3c(=O)n2CCNC(C)=O)c1	-2%	3%	10µM*	-2%	2.4%	4%	-1%	-19%	-3%	2%	3%
c1ccc(-c2nnc(CSc3nc4ccccc4[nH]3)o2)cc1	-1%	-2%	?	-3%	1.3%	-2%	2%	-13%	2%	0%	-10%
O=C(Nc1cccc(F)c1)c1ccc2c(c1)OCO2	-3%	-3%	-1%	1%	0.1%	4%	13%	-5%	11%	?	0%
COc1ccccc1CNc1nc2nc(C)cc(=O)n2[nH]1	-3%	7%	-5%	-2%	5.5%	4%	-7%	-18%	-7%	2%	7%
CC1=C(C(=O)Nc2ccccc2)C(c2ccc(C)o2)n2ncnc2N1 (centres undefined)	-1%	6%	1%	-5%	-2.1%[0.369 µM]	0%	-9%	-9%	2%	3%	-1%
COc1ccc(N(C)S(=O)(=O)c2ccc3c(c2)CCC(=O)N3)cc1	?	-5%	0%	-4%	-0.7%	-1%	16%	0%	-6%	4%	-4%
CCOC(=O)c1c(NC(=O)c2ccco2)sc2c1CCCC2	1%	-25%	?	1%	-0.4%[9.22 µM]	0%	12%	-12%	23%	-11%	7%
CCN(c1ccccc1)S(=O)(=O)c1ccc(Oc2ccc(-n3ccnc3)cc2)nc1	3%	35%[activator]	-1%	-13%	-0.4%[57.5 µM]	-1%	-8%	2%	8%	4%	2%
CC1(C)CC[C@]2(C(=O)O)CC[C@]3(C)C(=CC[C@@H]4[C@@]5(C)CC[C@H](O)C(C)(C)[C@@H]5CC[C@@]43C)[C@@H]2C1	-11%	.	?	-11%	.	-5%[9.22 µM]	19%	.	?	4%[11.4 µM]	1%
COCCNC(=O)CSc1nc2cc(OC)c(OC)cc2c(=O)n1Cc1ccc(OC)cc1	-7%	-15%	27%	-3%	1.3%[0.369 µM]	0%	1%	-14%	0%	-1%	-3%
O=C(Cc1nc2ccccc2s1)c1ccc(O)cc1O	-6%	16µM*	?	-1%	-0.2%[57.5 µM]	-1%	?	25%	23%	-9%	1%
CC(=O)Nc1cccc(NC(=O)c2c(-c3ccccc3Cl)noc2C)c1	2%	-8%	-1%	-3%	-0.7%[9.22 µM]	0%	3%	-22%	1%	2%	-6%
Cc1cc2cc(C)c3nnc(SCC(=O)NCc4ccco4)n3c2cc1C	?	-12%	?	-7%	-0.6%[57.5 µM]	3%	12%	-19%	58%	-1%	5%
Cc1cc2cc(CNC(=O)c3cccs3)ccc2n1C	-10%	16µM*	3%	-15%	-0.2%	0%	-23%	13%	25µM*	-3%	4%
Cc1cc(NC(=O)CSc2ccccc2)no1	1%	0%	?	0%	-0.1%	-5%	-14%	-17%	2%	0%	0%
O=C(CC(=O)Nc1ccccn1)Nc1ccccn1	-1%	0%	-7%	-3%	.	1%	-1%	-18%	-1%	-2%	2%
CCC(=O)Nc1ccc(NC(=O)c2cc3ccccc3o2)cc1	-4%	-11%	-1%	-4%	-3.2%	-2%	-2%	-17%	91%	-21%	-9%
COc1ccccc1CC(=O)NCCc1ccc(S(N)(=O)=O)cc1	-3%	5%	-5%	-4%	1.6%	0%	?	-2%	-1%	-1%	1%
CCOc1ccc2[nH]c(=O)c(C(c3nnnn3CCOC)N3CCOCC3)cc2c1 (centres undefined)	-4%	-11%	1%	-4%	.	1%	25µM*	-4%	2%	3%	4%
CCOC(=O)COc1ccc(S(=O)(=O)NCc2ccco2)cc1	1%	2%	-2%	-4%	0.5%	2%	10%	-8%	3%	-1%	0%
CN1C(=O)C2CN(CCc3ccccc3)CNC2N(C)C1=O (centres undefined)	-4%	2%	-2%	0%	.	1%	-3%	-16%	-6%	-1%	3%
O=C(O)c1cccc(N2CCCCS2(=O)=O)c1	?	-10%	-1%	-6%	-0.1%[57.5 µM]	1%	8%	-10%	5%	1%	-1%
CCN1CCN(C(=O)c2cc3c(-c4ccc(Cl)cc4)nn(C)c3s2)CC1	-11%	-1%	?	-4%[2.3 µM]	-0.8%	.	-16%	-25%	99%	1%	10%
COc1cc(NC(=O)c2csc3c2CCCC3)ncn1	0%	0%	23%	4%	-1.9%	6%	6%	7%	21%	13µM*	-8%
O=C(CSc1ccc(Cl)cc1)Nc1ccc(N2CCN(C(=O)c3ccco3)CC2)cc1	-7%	-13%	-3%	-5%	-1.1%	-1%	-1%	?	52%	0%	3%
COCCn1c(N)c(S(=O)(=O)c2cccs2)c2nc3ccccc3nc21	-6%	-21%	?	8%	-3.4%[57.5 µM]	4%	?	-13%	15%	2%	-3%
COc1ccc(N(Cc2cc3ccccc3[nH]c2=O)C(=O)C2CCCO2)cc1 (centres undefined)	-10%	1%	4%	-8%	-0.5%	0%	3%	-16%	-4%	-1%	-3%
O=C(CC(C(=O)N1CCc2ccccc21)n1ccnc1)NCc1cccnc1 (centres undefined)	-2%	1%	1%	-8%	0.2%[57.5 µM]	2%	?	-8%	10%	2%	3%
Cc1ccc(-n2c(SCC(=O)Nc3ccc4c(c3)OCO4)nnc2-c2ccoc2C)cc1	12%	-20%	-13%	-17%	0.5%	1%	5%	-23%	16%	-1%	2%
CCc1ccc(NC(=O)CSc2nc3c(c(=O)n(C)c(=O)n3C)n2C)cc1	1%	6%	?	1%	0.1%	-2%	1%	-10%	3%	-1%	0%
CCCOc1ccc(C(=O)CCN2CCCCC2)cc1	-4%	-6%	-11%	4%	.	0%	-6%	?	12%	1%	1%
CS(=O)(=O)N1CCN(c2ccccc2NC(=O)c2ccc(-c3ccc(Cl)cc3Cl)o2)CC1	7%	-11%	?	-2%	3.9%	0%	-18%	-4%	60%	3%	6%
CC1=CC2(C#N)C3(N=C(N)C2(C#N)C(c2ccccc2)N1)OCCO3 (centres undefined)	0%	5%	?	2%	3.7%[1.84 µM]	2%	8%	-19%	255%	1%	4%
CC1Cc2ccccc2N1C1=NS(=O)(=O)c2ccccc21 (centres undefined)	5%	-1%	8%	-3%	-0.1%[57.5 µM]	-2%	-7%	-2%	-7%	-2%	0%
Cc1noc(C)c1-c1cncnc1NCc1ccccc1	-3%	14%	?	10%	1.7%	5%[9.22 µM]	12%	1%	-5%	0%[2.29 µM]	-3%
COc1cccc(NC(=O)N[C@@H](Cc2ccccc2)C(=O)O)c1	-1%	1%	-2%	3%	-1.8%[57.5 µM]	0%	4%	-2%	-11%	4%	1%

# Bioassay records: PubChem, National Center for Advancing Translational Sciences (NCATS)
